Screening results deposited in PubChem BioAssay by Broad Institute.
esBAF inh – blocks esBAF chromatin remodeling in mouse ES cells; AID 602393; Bmi1-luciferase knock-in reporter, 24 h; 100% = twice the neutral-well signal; 350,000 tested, 2% active; reporter increase, % at 12.5 µM; in the data active means activation above about 40%; inconclusive means no clear call, values can overlap the other calls;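 further: 0% = median of the plate's neutral control wells and 100% = double that signal; a rise in the Bmi1 reporter signal indicates esBAF inhibition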
C2C12 statin – suppressors of simvastatin-induced myotoxicity in C2C12 myotubes; ATP luminescence, 48 h; scaled: DMSO 0, geranylgeraniol control 100; rescue of ATP level, % at 7.49 µM; 330,000 tested, 0.78% active; AID 602340;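 active means mean ATP rescue above about 67%, or every replicate alone reaching that limit, limit read from the data, passing the limit was not always enough; inconclusive means no clear call, values can overlap the other calls; inactive means mean under the limit and some replicate under it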;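 further: myotubes were challenged with 10 µM simvastatin during compound exposure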
SIRT5 block – blocks human SIRT5 desuccinylation of peptide; Q9NXA8; Purified SirT5, succinyl-peptide AMC, trypsin-coupled fluorescence; inhibition, % at 15 µM; 330,000 tested, 1.1% active; AID 652115; in the data active means inhibition above about 15%; inconclusive means no clear call, values can overlap the other calls
Target sequence (Q9NXA8 whole entry, looked up): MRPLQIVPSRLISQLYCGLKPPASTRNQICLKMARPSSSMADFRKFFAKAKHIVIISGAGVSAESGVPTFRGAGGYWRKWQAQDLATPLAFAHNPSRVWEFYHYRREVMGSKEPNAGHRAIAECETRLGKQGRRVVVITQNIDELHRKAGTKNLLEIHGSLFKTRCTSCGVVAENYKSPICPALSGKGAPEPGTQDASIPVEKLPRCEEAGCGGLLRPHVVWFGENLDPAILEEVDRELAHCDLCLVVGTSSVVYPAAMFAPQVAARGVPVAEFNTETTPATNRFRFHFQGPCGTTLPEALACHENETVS
miR122 inh – inhibitors of miR-122 in Huh7 cells; activation (reporter increase), % at 12.5 µM; Huh7 miR-122 Renilla luciferase sensor, 48 h; neutral wells = 0, positive control = 100; 340,000 tested, 0.3% active;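 active means mean replicate activation score at least 90 and every replicate individually at or above 90; inconclusive means only one of the two criteria met; inactive means neither criterion met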;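 further: higher luciferase means less miR-122 activity so hits act as miR-122 inhibitors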
ARNT-TACC3 inh – disrupts binding between human ARNT and TACC3; Q9Y6A5; AlphaScreen His-ARNT PAS-B/GST-TACC3 binding, luminescence; TACC3 fragment carries E629A point mutation; inhibition, % at 9.99 µM; 390,000 tested, 0.66% active; AID 623870;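 active means mean inhibition of replicates at least 50% and at least half of replicates each reaching 50%; inconclusive means half or more replicates reach 50% but mean below 50%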;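 further: 0% = complete ARNT plus TACC3 wells and 100% = ARNT alone without TACC3; many hits fall short of the cut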
ERp5 inh – blocks human ERp5 reductase activity on insulin; 350,000 tested, 0.05% active; Q15084; inhibition, % at 9.99 µM; ERp5 insulin aggregation, absorbance 650 nm, 90 min;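 active means mean replicate inhibition above about 25%, with every replicate also reaching it, limit read from the data, passing the limit was not always enough; inconclusive means only one of those two criteria met; inactive means neither criterion met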
Target sequence (Q15084 whole entry, looked up): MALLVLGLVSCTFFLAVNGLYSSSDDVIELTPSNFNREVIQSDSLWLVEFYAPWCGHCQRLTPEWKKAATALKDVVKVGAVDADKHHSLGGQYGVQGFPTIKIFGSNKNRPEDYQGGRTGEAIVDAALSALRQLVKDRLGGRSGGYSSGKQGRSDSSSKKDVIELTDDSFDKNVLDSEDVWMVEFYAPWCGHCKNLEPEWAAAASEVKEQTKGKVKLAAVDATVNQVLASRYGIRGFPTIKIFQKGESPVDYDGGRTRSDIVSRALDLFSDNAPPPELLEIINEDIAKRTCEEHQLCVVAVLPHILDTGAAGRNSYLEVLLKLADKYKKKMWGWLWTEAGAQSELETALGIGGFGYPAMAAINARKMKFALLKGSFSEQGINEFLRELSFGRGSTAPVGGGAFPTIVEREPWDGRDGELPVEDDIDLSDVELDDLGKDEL
Cneo AK release – causes C. neoformans cell lysis; adenylate kinase release luminescence, 4 h; normalised: neutral wells 0, clomiphene wells 100; lysis activity, % at 15 µM; 360,000 tested, 0.2% active; AID 651654;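 active means mean lysis activity across replicates of at least 80%, whatever share of replicates individually reach that level; inactive means mean lysis activity below 80%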
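Signal: Adenylate kinase release luminescence | Assay system: Log-phase Cryptococcus neoformans yeast cells | Input: Cells at 5 × 10^6 per mL | Buffer or medium: Fresh YPD growth medium | Compound: Single dose | Schedule: Static 4 h at 37 °C with compound, 1 h detection | Controls: Clomiphene | Read-out: Luminescence rise reflecting yeast cell lysis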
* = called active by the depositor; u = inconclusive; x = not tested or not shown; [ ] = another dose, or the depositor's remark. Rows were taken by chance; any-hit rate near 4%.

SMILES	esBAF inh	C2C12 statin	SIRT5 block	miR122 inh	ARNT-TACC3 inh	ERp5 inh	Cneo AK release
CNC(=S)N(CCc1ccc(S(N)(=O)=O)cc1)C1CC(=O)N(c2ccccc2F)C1=O (stereo unspecified)	-2	-2	-4	-3	-3	5	0
COc1cccc(S(=O)(=O)N2CC[C@@H]3[C@H](CO)Nc4ccc(-c5ccc(C#N)cc5)cc4[C@@H]32)c1	7	-22	x	2[16.7 µM]	-19	x	-10
Cc1noc(C)c1S(=O)(=O)Nc1ccc2c(c1)C(=O)N([C@H](C)CO)C[C@H](C)[C@@H](CN(C)C(=O)Nc1cccc3ccccc13)O2	0	u	1	0[16.7 µM]	4	7	1
COc1ccc(C(=O)c2ccc(N3CCN(C4CC(=O)NC4=O)CC3)cc2)cc1F (stereo unspecified)	3	7	x	-2	-3	x	0
O=c1ccnc(NCCc2ccccc2)[nH]1	12	99*	x	15	0	x	-1
CCOC(=O)C1=C(O)C(=O)N(Cc2ccccc2)CC1	8	3	-4	-4	x	1	1
COCCN1C=C(C(=O)OC)C(c2ccc(Cl)cc2)C(C(=O)OC)=C1	-7	19	x	2	-6	-1	x
O=C(CCC1CCCN(Cc2ccc3c(c2)OCCO3)C1)NCc1ccccc1F (stereo unspecified)	-4	7	-1	-5	1	-8	1
FC(c1nc2ccccc2[nH]1)C(F)(F)F (stereo unspecified)	-2	-2	-2	5	-4	1	1
Cn1c(C(=O)O)c(CC(=O)Nc2ccc(F)cc2F)c2ccccc21	-3	2	x	7	-5	x	4
O=[N+]([O-])c1ccc(OCC2CC(c3ccccc3)=NO2)cc1 (stereo unspecified)	x	x	-2	x	-1	2	x
CCN1CC(CN(C)Cc2nc(-c3cccs3)no2)CC1=O (stereo unspecified)	-6	1	0	-2	0	-2	-2
CC1(c2nnc(-c3ccccc3)o2)CC(c2ccc(F)cc2)=NO1 (stereo unspecified)	1	16	x	-8	-6	-2	-3
CCCCCOC(=O)c1ccc(N2C(=O)C3C4C=CC(C4)C3C2=O)cc1 (stereo unspecified)	-8	9	x	3	-11	x	1
COc1ccc(CN=Cc2c(O)[nH]c3ccccc23)cc1	x	x	2	1	-5	-8	x
C[C@@H]1CN([C@H](C)CO)S(=O)(=O)c2ccc(-c3cccc(C#N)c3)cc2O[C@@H]1CN(C)C	3	-5	-4	-3[16.7 µM]	0	1	-2
CCC(=O)Nc1ccc2c(c1)C(=O)N(C)[C@H]1CC[C@H](CC(=O)Nc3c(F)cccc3F)O[C@@H]1CO2	-1	-1	x	x	x	x	-2
Cc1cc(N2CCCCCC2)n2nc(C)c(-c3ccccc3)c2n1	2	-26	0	-3	28	-4	-14
CCCOc1ccc(CCc2n[nH]c(=S)n2-c2ccccc2)cc1	x	x	-2	x	0	5	x
CC(=O)N(C)C[C@@H]1Oc2cc(C#CC3(O)CCCC3)ccc2S(=O)(=O)N([C@@H](C)CO)C[C@@H]1C	-5	x	5	-5[16.7 µM]	0	4	-8
COc1cccc(NC(=O)N2C3CCCC2CC(NC(=O)C2CC2)C3)c1 (stereo unspecified)	-2	2	-3	0	-2	-1	-1
NS(=O)(=O)c1ccc(CCNC(=O)C2CCN(c3ncnc4c3nc3n4CCCCC3)CC2)cc1	-1	1	3	-2	0	-1	-2
O=C1CSC(c2cccc(Cl)c2Cl)N1c1ccccn1 (stereo unspecified)	-14	11	4	2	-3	0	x
COc1cccc(C#Cc2ccc3c(c2)O[C@@H](CN(C)C(C)=O)[C@H](C)CN([C@H](C)CO)S3(=O)=O)c1	4	x	1	3[16.7 µM]	-5	1	-5
C[C@H]1CN([C@@H](C)CO)C(=O)c2cccc(NC(=O)C3CCOCC3)c2O[C@H]1CN(C)C(=O)Nc1ccccc1	3	4	-1	-1[16.7 µM]	-10	-1	0

Individual results from the list.
In ERp5 inh, CC1(c2nnc(-c3ccccc3)o2)CC(c2ccc(F)cc2)=NO1 (stereo unspecified) shows -2
In ERp5 inh, CCCOc1ccc(CCc2n[nH]c(=S)n2-c2ccccc2)cc1 shows 5

Going on with the list.
SMILES	esBAF inh	C2C12 statin	SIRT5 block	miR122 inh	ARNT-TACC3 inh	ERp5 inh	Cneo AK release
Cc1ccc(N=C2SCCCN2C(=O)C2=COCCO2)cc1Cl	-5	-10	-1	x	-5	4	2
CC1CCC2(CC1)NC(=O)N(CC(=O)N1CCN(c3ccccc3)CC1)C2=O (stereo unspecified)	5	-1	2	10	-1	-1	0
COc1ccc(CNC(=O)CCS(=O)(=O)c2ccc3c(c2)CC(C)N3C(=O)C2CC2)cc1 (stereo unspecified)	x	x	-4	x	-2	7	x
COc1ccc(-c2cnn(C3CCS(=O)(=O)C3)c2N)cc1 (stereo unspecified)	-1	8	x	0	1	x	-1
COc1ccc(S(=O)(=O)NCC2CCCN(C(=O)c3cccnc3)C2)cc1 (stereo unspecified)	x	x	-7	x	-4	u	x
CCCCNC(=O)/C=C/c1ccc(OC)c(Br)c1	13	-3	x	-3	-15	x	1
Cc1cccc(N(CC(=O)NCc2ccc3c(c2)OCO3)C(=O)CCC(=O)Nc2ccccn2)c1	13	-13	x	-6	-10	x	0
CC(C)C(=O)NCCc1nc2ccccc2n1C	-7	7	x	-2	x	x	2
CCCC(=O)c1c[nH]c(C(=O)NCCCN2CCOCC2)c1	4	-5	x	5	-3	x	2
CC1(C)CC(=O)C=C(NC2=CC3OC(c4ccccc4)OCC3OC2=O)C1 (stereo unspecified)	x	x	-4	x	-7	-1	x
C/C=C/c1ccc2c(c1)O[C@H](CN(C)C(=O)Cc1ccccn1)[C@@H](C)CN([C@H](C)CO)S2(=O)=O	1	x	-2	5[16.7 µM]	-4	5	-4
CCN1C(=O)[C@H]2[C@@H](c3ccc(C)cc3)N3C(=O)N(c4ccc(C)cc4)C(=O)[C@@]3(CC)[C@H]2C1=O	47*	-6	x	-5	-4	-4	-2
CCOC(=O)C1=C(CN2CCN(C(=O)c3ccco3)CC2)NC(=O)NC1c1ccc(Cl)cc1 (stereo unspecified)	11	6	-2	-5	-5	5	-2
CCCCNC(=O)C1CCN(c2nc(OC)nc(OC)n2)CC1	5	-6	x	-5	1	x	-1
NC(=O)c1ccc(NC(=O)CCN2C(=O)c3ccccc3C2=O)cc1	-4	14	0	0	-4	0	1
O=C1CN(c2nc(-c3cccs3)nc3sc4c(c23)CCCC4)CCN1	x	x	2	x	-26	1	x
COC(=O)/C(=N/Nc1ccccc1C)Sc1nnc(C(O)c2ccccc2)n1-c1ccccc1 (stereo unspecified)	x	x	-5	x	1	2	x
O=C(COC(=O)CCN1C(=O)c2cccc([N+](=O)[O-])c2C1=O)NC1CCS(=O)(=O)C1 (stereo unspecified)	x	x	1	x	1	-5	x
CC(=O)NC(Cc1ccccc1)C(=O)OCC(=O)c1ccc(Br)cc1 (stereo unspecified)	x	x	x	-4	3	x	-5
COc1ccc(S(=O)(=O)N(C)C[C@@H]2Oc3c(NC(=O)C4CC4)cccc3C(=O)N([C@@H](C)CO)C[C@H]2C)cc1	-2	2	-4	6[16.7 µM]	1	3	5
Cc1ccc(-n2c(N)c(C(=O)NCc3cccnc3)sc2=S)cc1	-2	x	0	-5	x	4	0
O=C(c1cccnc1Nc1ccc2c(c1)CCC2)N1CCOCC1	-1	-16	x	-6	25	x	3
COc1ccccc1CN1[C@@H](CC(=O)O)c2cc(F)ccc2S1(=O)=O	6	-3	4	3	-3	0	1
O=C1NCCN(Cc2ccc(F)cc2)C1CC(=O)N1CC=C(c2ccccc2)CC1 (stereo unspecified)	-11	0	12	4	5	-4	-3
Cc1cccc(N(CC(=O)NCc2ccco2)C(=O)CCC(=O)Nc2ccccn2)c1C	-2	1	-1	-2	9	5	1
SMILES	esBAF inh	C2C12 statin	SIRT5 block	miR122 inh	ARNT-TACC3 inh	ERp5 inh	Cneo AK release
COc1ccc(CNC(=O)C[C@H]2C[C@H]3c4cc(N(C)C)ccc4O[C@H]3[C@H](CO)O2)cc1	3	11	0	0[16.7 µM]	0	-8	-5
Cc1noc2c1C(c1ccc(N(C)C)cc1)C1=C(CC(C)(C)CC1=O)N2 (stereo unspecified)	6	2	x	5	8	x	-1
Cc1nc(-c2ccccc2)sc1C1(C)CC(c2cccc(F)c2)=NO1 (stereo unspecified)	1	0	-2	x	23	-2	-1
O=C1CC(c2ccc(Cl)cc2)n2nc(N3C(=O)c4ccccc4C3=O)nc2N1 (stereo unspecified)	2	-7	x	2	1	x	-2
COC(=O)[C@H]1[C@H](CO)[C@H]2Cn3c(cccc3=O)[C@H]2N1C(=O)C1CC1	2	0	3	-2[16.7 µM]	-7	0	1
COc1ccccc1NC(=S)NCc1ccccc1	-2	-11	0	x	1	-5	-4
CC(C)OC(=O)C(=O)NNc1ccccc1	2	11	-2	4	x	2	5
CN(CC(=O)NC1CCN(Cc2ccccc2)CC1)S(=O)(=O)c1ccc(Br)s1	0	-8	-1	-3	8	-1	7
O=C(CSc1nc2[nH]ncc2c(=O)[nH]1)Nc1ccccc1C(F)(F)F	-1	-8	-2	x	-3	0	4
COCC(=O)Nc1ccc2c(c1)C(=O)N(C)[C@@H]1CC[C@@H](CC(=O)NCc3ccccc3Cl)O[C@@H]1CO2	2	25	x	17[16.7 µM]	-10	x	1
Cc1ccc(CS(=O)(=O)CCC(=O)NCCN2CCCC2)cc1	x	x	-1	x	2	1	x
O=Cc1ccc(OCc2nnc(-c3ccccc3Br)o2)cc1	8	-2	-1	x	x	-14	0
O=C(c1ccco1)N1CCN(C(=S)Nc2cccc([N+](=O)[O-])c2)CC1	x	x	-2	x	-4	-1	x
C/C=C(\C)C(=O)NCCN1C2=NC[C@H](C(C)C)N2C[C@@H]1Cc1ccc(OC)cc1	2	-7	x	x	15	1	12
CO[C@@H]1CN(C)C(=O)c2cc(NS(=O)(=O)c3cn(C)cn3)ccc2OC[C@@H](C)N(Cc2cccc(F)c2)C[C@H]1C	-3	11	x	x	1	-1	-1
CCN(CC)CCCSc1nc2ccccc2s1	1	1	0	-2	x	-3	-7
CN1CCN(c2nnc(-c3ccccc3)c(-c3ccccc3)n2)CC1	-2	4	-4	-2	x	1	1
CC(C)(C)c1ccc(OCCC(=O)NCCc2ccc(S(N)(=O)=O)cc2)cc1	-6	-7	-3	0	2	3	-8
CCOC(=O)c1ccc(NC(=O)CNC(=O)C23CC4CC(CC(C4)C2)C3)cc1	-11	-4	1	0	5	6	0
COc1cccc(N2CCN(C(=O)NC3CCCCC3)CC2)c1	-6	-5	x	-5	x	x	-6
COc1ccccc1OCCCC(=O)Nc1ccc([N+](=O)[O-])cc1Br	x	x	-5	x	-2	0	0
Nc1cc2nn(-c3ccccc3)nc2cc1Cl	x	x	-5	x	29	u	x
CCn1cc(-c2cc(C(F)(F)F)n3nc(C(=O)O)cc3n2)c(C)n1	x	x	x	-5	-5	x	7
Cc1cccc(NC(=O)CN(C)C(=O)Cc2ccc(-c3ccccc3)cc2)c1C	-1	-1	-1	-3	x	3	2

Compound profiles, from the list above. Order of values: esBAF inh | C2C12 statin | SIRT5 block | miR122 inh | ARNT-TACC3 inh | ERp5 inh | Cneo AK release
Results for `O=C(CSc1nc2[nH]ncc2c(=O)[nH]1)Nc1ccccc1C(F)(F)F` = -1 | -8 | -2 | x | -3 | 0 | 4
Results for `O=C(c1ccco1)N1CCN(C(=S)Nc2cccc([N+](=O)[O-])c2)CC1` = x | x | -2 | x | -4 | -1 | x
Results for `COc1cccc(N2CCN(C(=O)NC3CCCCC3)CC2)c1` = -6 | -5 | x | -5 | x | x | -6
Results for `CC(C)OC(=O)C(=O)NNc1ccccc1` = 2 | 11 | -2 | 4 | x | 2 | 5
